CSM14.1 death rescue: protection against thapsigargin-triggered cell killing – 384-well, CSM14.1, ATP luminescence, primary screen (AID 1222); cellular ATP content (survival), % at 20 µM; hits with a dose series show EC50 in µM; CSM14.1 thapsigargin-induced death rescue, ATP luminescence; higher % means a stronger effect; 190,000 tested, under 10 active;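 active = EC50 below 50 µM in the dose-response confirmation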;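 also: death triggered by thapsigargin at about 15 µM added after 2 h compound pretreatment; cell ATP read after overnight thapsigargin exposure of roughly 18 to 22 hours; normalized against plate controls of thapsigargin alone and 5% DMSO vehicle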
UTI89 phage lysis: inhibition of K1F phage lysis, E. coli UTI89, bacterial capsule biogenesis inhibitors, alamar blue (AID 488966); E. coli UTI89 K1F phage lysis, alamar blue, 2 h; higher % means a stronger effect; actives 0.02% (n = 340,000); one-dose inhibition, % at 100 µM; IC50 in µM for titrated hits;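 active = phage lysis inhibition, versus mean bacterial control, above a set limit; inconclusive = no clear call, values can overlap the other calls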;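 also: capsule biogenesis inhibitors block K1F phage lysis so surviving cells raise fluorescence; higher fluorescence means more inhibition of phage lysis; actives were called in the ten point dose series up to 300 µM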
Large T inhibition: SV40 large T antigen inhibitors, biochemical (AID 1903) | SV40 large T antigen ATPase/helicase inhibition assay; higher % means a stronger effect | inhibition, % at 20 µM, or IC50 in µM where a hit was titrated | actives 0.39% (n = 310,000); in the data active = a potency from the dose series; inconclusive = inhibition mostly from about 32% at the one dose, without a potency; inactive = the rest, 99 in 100 with inhibition below about 32%; also: strong numbers were not always called active
Dengue-2 NS5 capping: Dengue-2 NS5 methyltransferase inhibitors, primary screen, biochemical, confirmation dose response (AID 588689). Dengue-2 NS5 methyltransferase capping enzyme assay, biochemical; higher % means a stronger effect. actives 0.3% (n = 340,000). one-dose inhibition, % at 25 µM; IC50 in µM for titrated hits; in the data active = a potency from the dose series; inconclusive = inhibition above about 29% without an active follow-up result
RSV CPE inhibition: inhibition of RSV-induced cytopathic effect – HEp-2 cells, primary 10 µM value included (AID 2391). HEp-2 cells, RSV-induced CPE inhibition; higher % means a stronger effect. actives 0.13% (n = 310,000). CPE inhibition, % at 10 µM, or IC50 in µM where a hit was titrated; in the data active = a potency from the dose series; inconclusive = CPE inhibition mostly from about 23% at the one dose, without a potency; inactive = the rest, 99 in 100 with CPE inhibition below about 21%; also: strong numbers were not always called active
West Nile virus CPE: West Nile virus antiviral activity, cell-based, CPE readout (AID 1621) | one-dose CPE inhibition, % at 10 µM; IC50 in µM for titrated hits | actives 0.02% (n = 290,000) | West Nile virus-infected cells, CPE inhibition; higher % means a stronger effect; in the data active = a potency from the dose series; inconclusive = CPE inhibition mostly from about 3.7% at the one dose, without a potency; inactive = the rest, 99 in 100 with CPE inhibition below about 2.2%; also: strong numbers were not always called active
WT yeast gro inh: growth inhibition of WT yeast, mitochondrial fusion screen; actives 2.1% (n = 190,000); AID 1362; mitochondrial fusion phenotypic screen, WT strain; inhibition, % at 10 µM; in the data active = inhibition above about 58%; tested in S. cerevisiae
Yfh1-off respiration: mitochondrial function rescue without frataxin homolog – Friedreich's ataxia, plus single-dose screen, dose response (AID 1465) | actives 0.074% (n = 220,000) | S. cerevisiae Yfh1-off respiration, WST-1 reduction, 72 h; higher fold induction means a stronger effect | one-dose fold induction at 50 µM; EC50 in µM for titrated hits;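 active = fold induction of absorbance versus untreated yeast above a set limit, then at least 30% activation at any dose in follow-up; inconclusive = repeats straddling the limit, or above it without dose testing; inactive = fold induction below the set limit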;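 also: activators that raise dye reduction in frataxin-depleted yeast; strong numbers were not always called active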
XIAP displacement: XIAP antagonists, biochemical, IAP family, fluorescence polarization (AID 1018); XIAP BIR domain, fluorescence polarization peptide displacement; higher % means a stronger effect; one-dose displacement, % at 20 µM; IC50 in µM for titrated hits; actives 0.007% (n = 200,000); in the data active = displacement above about 50%; also: a part of the inactive calls stands beside numbers as strong as those of hits
WT yeast gro inh mutant strain: recorded beside WT yeast gro inh, whose call it bears; inhibition, %; mitochondrial fusion phenotypic screen, mutant strain inhibition
Dengue-2 NS5 capping pilot replicate: second read-out of Dengue-2 NS5 capping, no call of its own (marks repeat the call); inhibition, %; measured here: pilot screen replicate inhibition
An asterisk follows results filed as active; i = inactive; ? = inconclusive; . = no result given; [ ] = remark or other dose.

SMILES | CSM14.1 death rescue | UTI89 phage lysis | Large T inhibition | Dengue-2 NS5 capping | RSV CPE inhibition | West Nile virus CPE | WT yeast gro inh | WT yeast gro inh mutant strain | Yfh1-off respiration | XIAP displacement | others
COc1ccc2[nH]c3c(NCc4ccco4)ncnc3c2c1 | 3.7% | . | 15.6% | . | -0.3% | 0.5% | 37.0 | 19.8 | i | 1.7%
COc1nc(N)c(S(=O)(=O)c2ccc(C)cc2)cc1C#N | 0.4% | -1.5% | -31.8% | -6.8% | -0.7% | -0.3% | -8.0 | -0.5 | i | 0.1%
COc1ccc(CN2C(=O)CCC2(C)C(=O)NC2CCCCCC2)cc1 (stereo unspecified) | -0.5% | 0.3% | 7.0% | -7.5% | 4.6% | -0.6% | -6.6 | 11.6 | i | -2.8%
COc1ccc(CCC(C)NCCc2ccc(Cl)cc2Cl)cc1 (stereo unspecified) | . | 0.1% | 6.4% | 0.7% | ? | 0.0% | . | . | . | . | Dengue-2 NS5 capping pilot replicate=-2.1
Cn1c2ccccc2c(=O)c2c(=O)n(C3CCCCCC3)c(C3CCCCC3)nc21 | 4.4% | 1.4% | 7.0% | 2.2% | . | -1.3% | 33.0 | -1.2 | i | -1.3%
COc1cc(C(=O)N(Cc2ccc(N(C)C)cc2)C2CCS(=O)(=O)C2)cc(OC)c1OC (stereo unspecified) | -1.6% | -1.2% | 5.0% | -6.4% | 0.9% | . | 9.8 | 2.4 | . | -1.8%
CCOC(=O)C1=C(O)C(=O)N(Cc2cccnc2)C1c1ccc(C)cc1 (stereo unspecified) | 0.9% | -1.4% | -0.5% | -4.4% | 1.0% | -0.1% | 4.1 | -11.1 | i | 10.5%
CCC(C)n1c(S(=O)(=O)O)nc2ccccc21 (stereo unspecified) | -0.1% | 4.2% | 6.7% | -6.5% | 7.8% | -0.1% | 11.1 | 12.9 | i | -3.2%
CCOC(=O)CNC(=O)N(CCOC)CC1CCCN(C2Cc3ccccc3C2)C1 (stereo unspecified) | . | -1.3% | 22.4% | -6.6% | 2.1% | -1.0% | . | . | . | .
CC(C)(C)C(=O)Nc1ccccc1N1CCN(C(=O)c2ccc(Cl)cc2)CC1 | -2.2% | 3.9% | 8.8% | 2.4% | 2.4% | -0.3% | 23.7 | 22.6 | i | -2.7%
O=C1CC(c2ccsc2)c2ccc3ccccc3c2N1 (stereo unspecified) | 0.7% | 2.7% | 17.3% | -5.7% | 4.0% | -2.1% | 25.1 | -1.5 | i | -5.7%
COc1ccc(CCNC(=O)CSc2nnnn2-c2ccc(OC)c(OC)c2)cc1OC | -0.2% | 0.0% | 8.0% | . | -0.6% | -0.7% | -8.4 | 6.4 | i | -4.9%
O=S1(=O)N=C(N(Cc2cccs2)c2ccc(O)cc2)c2ccccc21 | 1.9% | -0.1% | 5.8% | 1.5% | 2.5% | -1.0% | 6.8 | 4.4 | i | -12.1%
Cc1nc(-c2ccc(S(=O)(=O)N3CCCCCC3)cc2)cs1 | -1.8% | -0.4% | 6.1% | 1.4% | 1.8% | 0.1% | 0.0 | -9.1 | i | -4.2%
Cn1cc(C=O)c2cc(F)ccc21 | -0.7% | 0.5% | -2.8% | -3.1% | 1.8% | 0.3% | 0.2 | -6.8 | i | -8.1%
O=c1c(N=Nc2ccc(O)cc2)c(-c2ccccc2)[nH]n1-c1ccc([N+](=O)[O-])cc1 | 0.0% | 0.1% | 5.5% | -5.8% | 3.5% | ? | 18.8 | 5.0 | i | -8.1%
Cc1cc(-c2n[nH]c(=S)n2/N=C/c2ccco2)n[nH]1 | . | 1.8% | 30.7% | -7.7% | 0.9% | 0.4% | . | . | i | .
CCN(CCC(=O)Nc1cc(OC)cc(OC)c1)Cc1ccccc1 | -1.3% | 0.9% | 2.9% | -5.7% | -1.7% | -0.1% | 9.1 | 13.3 | i | -4.4%
Cc1ccc(C(=O)OCC(=O)Nc2ccccc2Sc2ccccc2)cc1C | -1.3% | 0.1% | 14.9% | -1.9% | -0.2% | 0.2% | 1.4 | -1.6 | i | -6.3%
CCCC(=O)Nc1nnc(S(=O)(=O)N(CC(C)C)c2ccccc2)s1 | . | 0.0% | -2.9% | 6.2% | 2.9% | -0.7% | . | . | . | .
C(=N\n1cnnc1)/c1ccc(-c2ccccc2)cc1 | 0.3% | 0.1% | -3.2% | -7.1% | -5.3% | 0.1% | 31.1 | 11.3 | i | -0.3%
COCC(C)n1c(C)cc(C(=O)COC(=O)c2n[nH]c3ccccc23)c1C (stereo unspecified) | -4.3% | 0.2%[50 µM] | 0.1% | 1.4% | 2.5% | 0.8% | -13.4 | -15.3 | i | -7.4%
COc1ccc2c(C#N)c3ccccn3c2c1 | 2.1% | -0.4% | 30.0% | ? | 10.0% | -0.2% | -2.8 | 0.2 | i | -1.5%
COc1ccc(-n2c(C)nc3c(cnn3-c3ccccc3)c2=O)cc1 | -1.4% | 0.1% | 0.9% | -3.2% | 0.9% | -1.7% | -7.8 | -2.9 | i | 4.6%
Cn1c(CNC(=O)c2ccc3c(c2)OCO3)nnc1SCC(=O)Nc1ccccc1Cl | . | 0.2% | 10.7% | 2.5% | 0.6% | -0.6% | . | . | . | .

Taken from the listing for reference:
SMILES | CSM14.1 death rescue | UTI89 phage lysis | Large T inhibition | Dengue-2 NS5 capping | RSV CPE inhibition | West Nile virus CPE | WT yeast gro inh | WT yeast gro inh mutant strain | Yfh1-off respiration | XIAP displacement | others
Cc1ccc(C(=O)OCC(=O)Nc2ccccc2Sc2ccccc2)cc1C | -1.3% | 0.1% | 14.9% | -1.9% | -0.2% | 0.2% | 1.4 | -1.6 | i | -6.3%
CCCC(=O)Nc1nnc(S(=O)(=O)N(CC(C)C)c2ccccc2)s1 | . | 0.0% | -2.9% | 6.2% | 2.9% | -0.7% | . | . | . | .

The results go on.
SMILES | CSM14.1 death rescue | UTI89 phage lysis | Large T inhibition | Dengue-2 NS5 capping | RSV CPE inhibition | West Nile virus CPE | WT yeast gro inh | WT yeast gro inh mutant strain | Yfh1-off respiration | XIAP displacement | others
COCC(=O)OCC(=O)c1cc(C)n(-c2ccc(Br)cc2)c1C | -0.7% | -0.1% | 18.3% | . | -4.3% | -0.3% | -6.2 | 7.9 | i | -5.3%
COc1ccc(Cc2nnc(NCCO)[nH]c2=O)cc1OC | . | -0.1% | 6.1% | -3.3% | 1.8% | -0.5% | . | . | . | .
CCC[C@H](CN[C@@H](CNC)[C@H](C)O)NCCc1ccc(OC)cc1 | . | 3.4% | 13.1% | 1.6% | -0.8% | -0.4% | . | . | . | .
Cn1cnc([N+](=O)[O-])c1Sc1ncnc2nc[nH]c12 | . | 0.3% | 5.6% | -3.9% | . | 1.9% | . | . | i | .
CN(Cc1ccco1)C(=O)C1CCCN(c2ncnc3c2nc2n3CCCCC2)C1 (stereo unspecified) | . | 0.3% | 9.8% | -3.6% | 0.2% | 0.5% | . | . | . | .
O=C(NCc1ccco1)c1cccc(-c2nnc(-c3ccccc3)o2)c1 | 1.2% | 0.6% | 12.5% | -4.8% | 0.4% | 0.0% | 1.9 | 21.2 | i | -0.7%
OCCN1CCN(c2nnc(-c3ccccc3)c3ccccc23)CC1 | . | -0.1% | 4.4% | 2.9% | 2.8% | -0.6% | . | . | . | .
Oc1ccc(-c2nnc(Nc3cccc(O)c3)c3ccccc23)cc1 | . | 0.1% | 17.1% | -13.3% | 5.8% | 1.3% | . | . | i | .
NC(=O)CC(NC(=O)c1cccc(Br)c1)c1ccc(NC2CCN(Cc3ccccc3)CC2)c([N+](=O)[O-])c1 (stereo unspecified) | . | 0.5% | 2.7% | 3.9% | -2.9% | -0.2% | . | . | . | .
CCOCCCNC(=O)Cc1ccc(-n2c(CC)nc3cccnc32)cc1 | . | 2.4%[50 µM] | -0.3% | -6.2% | 0.9% | -0.4% | . | . | . | .
c1cncc(CNc2ncn[nH]2)c1 | . | 0.6%[50 µM] | 3.1% | -9.1% | -1.5% | -0.2% | . | . | i | .
O=C(Nc1ccc(S(=O)(=O)Nc2nccs2)cc1)c1c(F)c(F)c(F)c(F)c1F | . | 0.0% | -8.2% | -1.9% | 1.4% | -0.1% | . | . | . | .
N#C/C(=C\c1ccccc1C(F)(F)F)C(=O)Nc1ccccc1F | -0.9% | 3.6% | 2.8% | -14.8% | 2.1% | 0.0% | 0.6 | -7.0 | i | -5.4%
Cc1cc2oc(C(=O)N(Cc3ccc(N(C)C)cc3)CC3CCCO3)c(C)c2cc1C (stereo unspecified) | . | 0.2% | 2.5% | -11.3% | 1.5% | 0.3% | . | . | . | .
COc1cccc(CNC(=O)C2CCN(S(=O)(=O)c3ccc(C)cc3)CC2)c1 | . | 0.1% | 3.7% | -4.0% | 0.4% | -0.8% | . | . | . | .
CCn1ccc(C(=O)Nc2ncc(C)s2)n1 | . | 0.1% | 22.3% | -2.6% | 1.1% | -0.3% | . | . | . | .
CCOc1ccc(C(=O)NCCN(C)C)cc1 | -1.0% | 4.7% | 11.0% | 9.7% | 0.8% | 3.1% | 24.8 | -11.7 | i | -3.2%
Cc1csc(/C(C#N)=N/O)n1 | -0.3% | i | . | -2.1% | 1.0% | -0.5% | -5.2 | 1.1 | i | -8.2%
Cc1ccc(S(=O)(=O)N2CCCCC2C(=O)O)cc1 (stereo unspecified) | 0.2% | -2.4% | 8.0% | 3.4% | 2.0% | 0.7% | 0.8 | -0.3 | i | -1.1%
COc1ccc(C(=O)CNC2=NCCC2)cc1 | 0.3% | 0.3% | 4.3% | -0.7% | 0.2% | 0.2% | -6.1 | 3.5 | i | -6.4%
Cc1c(C(c2cccc([N+](=O)[O-])c2O)c2c(C)n(C)n(-c3ccccc3)c2=O)c(=O)n(-c2ccccc2)n1C | -1.3% | 2.6% | 16.0% | -5.6% | -0.7% | 0.0% | 13.4 | 0.4 | i | -0.9%
C/C(=N\NC(=O)c1c(Cl)cnn1C)c1ccc(NC(=O)c2ccncc2)cc1 | 1.1% | -0.2%[50 µM] | 5.6% | -8.4% | 1.6% | 0.3% | -5.6 | -13.4 | i | -3.2%
CC(C)(Oc1ccc(Cl)cc1)C(=O)NCCCn1ccnc1 | 0.9% | 5.9% | -1.1% | 0.7% | 1.3% | -0.4% | -7.8 | -4.1 | i | -5.1%
CC1(C)CC(=O)C=C(NCCN2CCN(C(=S)Nc3ccccc3)CC2)C1 | . | -1.1% | 6.0% | -1.5% | 1.0% | 0.5% | . | . | i | .
CCOC(=O)CCc1c(C)c(C#N)c2nc3ccccc3n2c1-n1ccnc1C | -0.8% | 0.5% | 20.1% | -7.4% | 1.2% | 0.0% | -22.3 | -24.1 | i | -5.6% | Dengue-2 NS5 capping pilot replicate=-1.2
COc1cc(S(=O)(=O)N2CCN(c3ccccc3F)CC2)ccc1Cl | . | 2.3% | 1.3% | 1.8% | 15.9% | -1.0% | 52.9 | 26.4 | i | -3.2%
COc1ccc(Nc2nc(N3CCOCC3)nc(N3CCOCC3)n2)cc1Cl | . | 1.6% | 7.5% | . | ? | 1.8% | . | . | . | .

High-throughput results as filed in PubChem.

Compounds as they come; overall some 2.2% were active at least once.
